# SKN-1 block = blocks SKN-1 activity in C. elegans. C. elegans VP596 Pgst-4::GFP/RFP ratio, acrylamide-induced, 24 h. inhibition, % at 21.8 µM. 360,000 compounds, 0.49% hits;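 active = interference check ratio from 0.5 to 1.5 plus GFP to RFP signal ratio inhibition reaching or exceeding a fixed threshold, cut at about 30% in these data, passing the limit was not always enough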; also: some compounds called inactive have numbers as strong as hits
# CSN inh = CSN deneddylation inhibition; Purified CSN, SCF-Nedd8-OG deneddylation, fluorescence polarization; inhibition, % at 12.5 µM; 360,000 compounds, 0.38% hits; AID 651999;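 active = pattern-corrected inhibition above about 35%, with an unprinted fluorescence ratio check between 0.5 and 1.5, limit read from the data, passing the limit was not always enough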;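 also: 0% = enzyme with substrate and 100% = substrate without enzyme; some results filed as inactive read as strong as hits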
# Target sequence (Q92905 whole entry, looked up, one chain of several): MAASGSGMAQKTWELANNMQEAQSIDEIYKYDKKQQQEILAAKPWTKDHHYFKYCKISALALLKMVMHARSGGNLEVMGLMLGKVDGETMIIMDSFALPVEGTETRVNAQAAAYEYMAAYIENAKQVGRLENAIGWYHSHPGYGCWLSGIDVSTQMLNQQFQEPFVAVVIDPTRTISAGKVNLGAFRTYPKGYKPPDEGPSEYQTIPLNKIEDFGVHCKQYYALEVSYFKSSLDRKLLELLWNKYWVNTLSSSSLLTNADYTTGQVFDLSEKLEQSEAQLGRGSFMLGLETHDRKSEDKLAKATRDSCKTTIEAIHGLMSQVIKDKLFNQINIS
#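 Material: human Csn5 produced in HEK293T cells; Input: enzyme 0.24 nM; Reagent: SCFSkp2-Nedd8OG substrate at 10 nM final; Dosing: 12.5 µM compound; Incubation: 90 min reaction at room temperature; Detection: fluorescence polarization of the substrate; Evaluation: % inhibition of substrate cleavage by Csn5; Control set: substrate-only high control, full reaction low control.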
# PABP1 MLLE inh = inhibitors of microRNA-mediated deadenylation, human PABP1 MLLE binding; GST-MLLE / FITC-PAM2 fluorescence polarization; AID 588489; 360,000 compounds, 0.36% hits; P11940; inhibition, % at 20 µM; in the data active = inhibition above about 35%, passing the limit was not always enough;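 also: plate controls were DMSO wells with GST-MLLE for no effect and wells lacking GST-MLLE protein for full effect; some results filed as inactive read as strong as hits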
# Target sequence (P11940 whole entry, looked up): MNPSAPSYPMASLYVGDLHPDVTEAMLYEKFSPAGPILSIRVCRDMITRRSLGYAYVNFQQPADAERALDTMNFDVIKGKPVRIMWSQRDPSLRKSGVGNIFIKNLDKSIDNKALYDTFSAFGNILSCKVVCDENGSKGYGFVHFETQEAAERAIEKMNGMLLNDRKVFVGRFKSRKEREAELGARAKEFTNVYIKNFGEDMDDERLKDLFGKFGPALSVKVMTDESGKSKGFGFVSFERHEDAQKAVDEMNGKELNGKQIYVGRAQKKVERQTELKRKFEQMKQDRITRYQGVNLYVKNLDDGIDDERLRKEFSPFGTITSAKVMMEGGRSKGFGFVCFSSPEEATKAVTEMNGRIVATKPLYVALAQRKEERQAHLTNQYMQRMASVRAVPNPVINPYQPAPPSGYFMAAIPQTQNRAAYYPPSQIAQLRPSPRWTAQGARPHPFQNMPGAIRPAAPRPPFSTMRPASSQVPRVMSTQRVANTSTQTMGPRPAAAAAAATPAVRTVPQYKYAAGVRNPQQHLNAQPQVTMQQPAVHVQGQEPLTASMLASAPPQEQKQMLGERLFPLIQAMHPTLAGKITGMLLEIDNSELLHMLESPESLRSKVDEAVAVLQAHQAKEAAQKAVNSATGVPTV
# Rpn11 inh = inhibitors of human proteasome Rpn11. O00487. human 26S proteasome, Ub4-pepOG fluorescence polarization; 20S core pre-blocked with epoxomicin. calls only at 20 µM. 360,000 compounds, 0.59% hits. AID 588493;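 active = inhibition at 20 µM, scaled to each plate's controls, above about 33%, limit read from the data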
# Rin1 Abl inh = blocks binding of human Rin1 to Abl; P00519+Q13671; TR-FRET Rin1/Abl binding, biochemical; inhibition, % at 7.35 µM; 360,000 compounds, 0.4% hits; AID 588664; in the data active = inhibition above about 5%, passing the limit was not always enough
# FAS-TE inh = inhibitors of human fatty acid synthase thioesterase domain; 360,000 compounds, 0.67% hits; AID 602261; recombinant FAS-TE, OMFH fluorogenic substrate, fluorescence endpoint; P49327; inhibition, % at 15 µM;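 active = compounds whose normalised, plate-corrected inhibition of enzyme fluorescence in the single-dose primary screen is 50% or more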;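 also: 0% = DMSO with enzyme and 100% = substrate without enzyme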
# MT1-MMP act inh = blocks activation of human MT1-MMP; HT1080 RFP-PRO-GFP cells, GFP/RFP ratio fluorescence, overnight; percent of plate control window, DMSO zero; P50281; 360,000 compounds, 0.061% hits; GFP/RFP ratio change, % at 20 µM;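 active = GFP/RFP ratio change of at least 30% with cell ATP level not reduced by more than half and red fluorescence within 50% of control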; also: strong numbers were not always called active
#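 Material: RFP-PRO-GFP reporter HT1080 cells. Dosing: single-point 20 µM compound, 1% DMSO. Controls: DMSO and RFP-L50D-GFP cell wells. Timing: cells overnight before dosing, compound overnight, 37 °C, 5% CO2. Measure: GFP/RFP fluorescence ratio.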
# Neddylation inh = blocks human cullin neddylation; TR-FRET cullin neddylation, biochemical; P61081+Q13564; 360,000 compounds, 0.58% hits; calls only at 25 µM; in the data active = inhibition above about 36%
# NadD inh = NadD (S. aureus) enzyme inhibition | purified NadD enzyme, colorimetric absorbance read-out | inhibition, % at 20 µM | 360,000 compounds, 0.78% hits | AID 602399; in the data active = inhibition above about 26%; also: some compounds past the cut are filed as inactive
# Active calls of the source: *; i = inactive; · = not tested or not shown; + = active, no number.
SMILES	SKN-1 block	NadD inh	Neddylation inh	PABP1 MLLE inh	FAS-TE inh	MT1-MMP act inh	CSN inh	Rpn11 inh	Rin1 Abl inh
NC(=O)C(c1ccc(Br)cc1)c1ccc(C(=O)c2ccccc2)cc1 (centres undefined)	16	-9	i	3	18	1	4	i	-1
Cc1cc(NC(=O)C2CCN(S(=O)(=O)c3cccs3)CC2)no1	19	7	i	4	-4	1	-3	i	1
CC1=C(C(=O)N2CCOCC2)C(c2ccc(-c3ccccc3)cc2)NC(=S)N1 (centres undefined)	2	-2	i	-144	0	-2	-6	i	-1
O=C(COc1ccccc1F)Nc1ccc(N2CCOCC2)cc1N1CCOCC1	27	2	i	-17	-2	-2	-1	i	2
COc1ccc(N2CCN(C(=O)CSc3nnc(CNc4ccccc4)o3)CC2)cc1	15	-3	i	-18	-4	1	-5	i	-1
O=C(COc1cccc2cccnc12)N1CCc2ccccc2C1	-13	1	i	-8	-2	2	-2	i	-4
O=C(O)c1cccc2c(-c3ccccc3)c(-c3ccccc3)[nH]c12	-12	4	i	0	7	-2	4	i	-4
CCOC(=O)c1c(NC(=O)c2cc(-c3ccc(Cl)s3)nc3ccccc23)sc(C(N)=O)c1C	6	11	i	1	-4	2	16	i	1
O=C(OCc1cccc2ccccc12)C1CC(=O)N(c2ccccc2)C1 (centres undefined)	-10	-1	i	-15	18	1	-1	i	-3
Cc1nc(OCc2ccccc2)c2sc3nc4c(cc3c2n1)COC(C)(C)C4	-19	0	i	2	-5	-8	0	i	0
CC1(C)CC(=O)C(C=NCCC2=CCCCC2)=C(O)C1	7	4	i	-7	-9	8	-2	i	1
Cc1ccc(S(=O)(=O)N2CCCCC2)cc1NC(=O)CNCc1ccco1	-5	-5	i	2	-7	4	5	i	1
Cc1cc(C)cc(-n2ccnc2SCC(=O)c2c(N)n(C3CC3)c(=O)[nH]c2=O)c1	2	-5	i	-122	-9	-4	2	i	0
COc1cccc(OC)c1C(=O)Nc1ccc(C(=O)c2ccncc2)cc1	11	0	i	12	-7	-1	-2	i	2
CCCS(=O)(=O)Nc1cc(C(F)(F)F)ccc1OCCOC	21	-3	i	11	-7	0	6	i	3
CCOc1ccc(C2CC(c3ccc(CC)cc3)n3nc(N)nc3N2)cc1 (centres undefined)	-9	4	i	0	2	14	-8	i	1
COc1ccc(CN2C[C@]3(CO)O[C@@H](CO)C[C@@H]3S2(=O)=O)cc1	4	0	i	-4	-6	5	-4	i	-3
COc1ccc(C)cc1NC(=O)NCc1ccco1	3	9	i	5	-1	4	1	i	2
Cc1oc2c(CN3CCOCC3)c(O)ccc2c(=O)c1-c1ccc(Cl)cc1	-1	0	·	-2	-7	-4	2	i	-4
CCOCc1nc(N)nc(N)c1-c1cccc(Cl)c1	-2	-4	i	9	-7	4	-2	i	2

# Profiles, looked up by structure. Values in the order: SKN-1 block	NadD inh	Neddylation inh	PABP1 MLLE inh	FAS-TE inh	MT1-MMP act inh	CSN inh	Rpn11 inh	Rin1 Abl inh
# Results for `O=C(O)c1cccc2c(-c3ccccc3)c(-c3ccccc3)[nH]c12` → -12	4	i	0	7	-2	4	i	-4
# Results for `CCCS(=O)(=O)Nc1cc(C(F)(F)F)ccc1OCCOC` → 21	-3	i	11	-7	0	6	i	3

# Going on with the list:
SMILES	SKN-1 block	NadD inh	Neddylation inh	PABP1 MLLE inh	FAS-TE inh	MT1-MMP act inh	CSN inh	Rpn11 inh	Rin1 Abl inh
CCOC(=O)C1=C(CBr)NC(=O)NC1C (centres undefined)	9	-1	i	-18	-10	-4	6	i	3
O=C(N[C@H]1C/C=C\C[C@@H](CC(=O)N(CCO)Cc2ccccc2)C(=O)N[C@H](Cc2c[nH]c3ccccc23)COC1=O)OCC1c2ccccc2-c2ccccc21	-13	36*	i	-15	13	10	-2	i	1
Cc1ccc(S(=O)(=O)N(C)C)cc1NC(=O)c1cc(=O)c2ccccc2o1	4	-9	i	2	0	3	7	i	-1
COC(=O)[C@]12CCCCC=C1N(Cc1cccc3ccccc13)C(=O)[C@H](CC(=O)N1CCC(c3ccccc3)CC1)C2	-4	23	i	·	34	-6	-2	·	·
O=C(Nc1ccc2nc(-c3cccnc3)[nH]c2c1)C1CCCCC1	4	5	+	1	-5	3	2	i	0
CCOC(=O)C1CCN(S(=O)(=O)c2cccc(-c3csc(C)n3)c2)CC1	-41	-22	i	18	5	-4	5	i	2
COc1cc2c(cc1OC)[C@@H](NC(=O)COc1ccccc1)[C@H](OCc1ccccc1)C2	2	-5	i	-4	5	-1	4	i	0
O=c1c2ccccc2oc2cc(NCCCN3CCOCC3)ccc12	-1	-3	·	-7	-6	0	1	i	1
COc1ccc(C2(OC)Oc3cc(OC)ccc3C(=O)C2(O)OC)cc1 (centres undefined)	4	2	i	-5	0	-5	-4	i	4
O=C(Nc1cccc([N+](=O)[O-])c1)N1CCCCCC1	3	-2	i	5	17	2	0	i	-2
CC(C)C(=O)Nc1nc2cc3c(cc2s1)OCCO3	5	-11	i	3	-2	-4	-3	i	-3
CCOC(=O)c1ccc(NC(=O)NNC(=O)CCc2ccc(OC)cc2)cc1	0	-10	i	4	-7	3	-3	i	1
CC(C)Oc1nnnn1-c1ccccc1	5	0	i	-6	-10	1	0	i	1
O=C(NCc1ccc(F)cc1)c1ccc2c(c1)S(=O)(=O)c1ccccc1C2=O	7	-7	i	5	21	3	1	i	-2
CCCN(Cc1ccccc1)C(=S)Nc1ccc(F)cc1	-2	-7	i	-107	4	0	-6	i	1
CCCC(=O)Nc1cc(OC)c(NC(=S)Nc2ccc(CC)cc2)cc1OC	-10	-2	i	25	5	3	1	i	0
O=C(OCc1ccccc1)N1CCC2CC1c1cc(N3CCNCC3)ccc12 (centres undefined)	-10	-8	i	-6	-13	-5	-3	i	-1
CSc1ncccc1C(=O)OCC(=O)Nc1ccc2c(c1)OCO2	15	-12	i	5	1	-1	0	i	2
CC(=O)c1ccc(N2CCN(C(=O)Nc3ccc(Cl)cc3)CC2)cc1	-12	-2	i	5	0	5	3	i	-2
CN(C)C(=O)CSc1nnc(CCCCCNC(=O)OC(C)(C)C)o1	-4	1	i	4	-13	-1	0	i	2

# 3 compounds out of the list above, sorted by the value under MT1-MMP act inh, highest first.
SMILES	MT1-MMP act inh
COc1cc2c(cc1OC)[C@@H](NC(=O)COc1ccccc1)[C@H](OCc1ccccc1)C2	-1
O=C(O)c1cccc2c(-c3ccccc3)c(-c3ccccc3)[nH]c12	-2
Cc1nc(OCc2ccccc2)c2sc3nc4c(cc3c2n1)COC(C)(C)C4	-8

# Remaining list, next part.
SMILES	SKN-1 block	NadD inh	Neddylation inh	PABP1 MLLE inh	FAS-TE inh	MT1-MMP act inh	CSN inh	Rpn11 inh	Rin1 Abl inh
CCOc1ccc(C2OC(=O)Cc3cc(OC)c(OC)cc32)cc1 (centres undefined)	-8	-1	i	8	12	1	-1	i	1
CCOC(=O)CSc1nc2sccc2c(=O)[nH]1	-19	1	i	0	-10	-1	-2	i	2
CC(C)C1C(c2ccccc2)N(C)C(c2ccccc2)CC1(O)c1ccccc1 (centres undefined)	11	-6	i	3	36	-32	4	i	-1
COc1ccc(Cl)cc1NC(=S)NCCc1ccc(S(N)(=O)=O)cc1	6	-6	i	14	2	2	-3	i	0
NC(=O)CC[C@H](NC(=O)c1ccc(Cl)cc1)C(=O)NNC(=O)COc1cccc(Br)c1	3	0	i	-1	-3	1	1	i	0
Cc1noc(C)c1S(=O)(=O)NCC(=O)O	-5	2	i	-5	-2	4	-5	i	1
CNC(=O)N(O)C1N(/N=C/c2ccccc2F)C(=S)SC1(C)C (centres undefined)	12	-3	i	-11	0	1	2	i	1
C/C(=C\C(=S)Nc1ccccc1)Nc1ccccc1	9	-1	i	26	-5	-1	0	i	1
CN1CCCN(C(=O)CNC(=O)Cc2ccccc2)CC1	-1	0	i	5	-6	3	4	i	3
O=C(NCCCN1CCCC1=O)c1ccc(CNS(=O)(=O)c2ccc(F)cc2)cc1	3	1	i	4	-3	-1	1	i	1
CCO[C@@H]1OC(C(=O)NC2CC2)=C[C@H](c2ccc3c(c2)OCO3)[C@H]1CCCO	0	0	i	3	-7	-2	0	i	3
N#CC1(c2ccc(NC(=O)c3ccccc3)cc2)CCCC1	18	-7	i	14	9	5	2	i	-2
O=C(CCS(=O)(=O)c1ccccc1)Nc1ncc([N+](=O)[O-])s1	-2	3	i	-3	-5	1	-1	i	0
CCOc1ccc(N(CC(=O)NC2CCCCC2)S(=O)(=O)c2ccccc2)cc1	8	-4	i	17	5	0	5	i	3
COc1ccc([N+](=O)[O-])c(S(=O)(=O)c2ccccc2)n1	3	-3	i	33	0	3	6	i	1
COc1ccc(OC)c(/C=N/NC(=O)Cc2nc3ccccc3[nH]2)c1	-4	1	·	2	0	3	-12	i	0
CN(C)CCN1CCN(C2CN(Cc3cn(Cc4ccccc4)nn3)S(=O)(=O)C2)CC1 (centres undefined)	9	4	i	·	-5	3	4	·	·
COc1ccccc1/C=C/C=C1\Oc2c(ccc(O)c2CN2CCN(CCO)CC2)C1=O	-23	-4	i	-48	-16	-77	64	·	-8
Cc1c(N2C(=O)CSC2c2ccc(F)cc2)c(=O)n(-c2ccccc2)n1C (centres undefined)	15	-2	i	-1	-2	-1	2	i	0
CCC(C)N(C(=O)COC(=O)C1CCN(S(=O)(=O)c2ccc(C)c(C)c2)CC1)C1CCS(=O)(=O)C1 (centres undefined)	-14	2	i	3	-3	6	-7	i	0
O=C(O)c1cccc(N/N=C/c2cc(Br)cc(Br)c2O)c1	11	0	i	10	3	-4	-5	i	-4
CCN(C(=O)c1cc(S(=O)(=O)N2CCOCC2)cn1C)c1cccc(C)c1	-17	-4	i	9	-8	2	0	i	1
COc1ccc(NC(=O)C2(C)Cc3c(-c4ccc5c(c4)OCO5)ccnc3O2)cc1 (centres undefined)	6	6	i	5	14	-1	-1	i	-3
COc1cc2c(-c3ccccc3O)nc3c(c(C)nn3-c3ccccc3)c2cc1OC	5	-9	i	-8	-6	4	-11	i	-2
Cc1ncsc1CCSc1nc2ccccc2c(=O)n1C	-1	0	i	3	1	1	-3	i	6
Cc1ccc(-c2nc3ncccc3o2)cc1NC(=O)C(C)C	11	-2	·	4	-6	-1	8	i	0
Oc1c(Cl)cc(Cl)cc1C(C#Cc1ccccc1)N1CCOCC1 (centres undefined)	-5	3	i	-5	21	-3	0	i	-4
CCOc1ccc(NC(=O)CSc2nc3ccsc3c(=O)n2CCC(=O)O)cc1	2	6	i	-18	-3	0	-4	i	-1
Cc1cc(=O)oc(C)c1C(=O)NC1CCCCCCC1	3	2	i	17	-5	2	10	i	-2
CCCc1nc2ccccc2n1C(CCSC)C(=O)NC(C)(C)C (centres undefined)	8	·	i	·	·	1	0	·	·
CCCOc1ccc(F)cc1-c1cc(C(=O)Nc2ccc(C)c(NS(C)(=O)=O)c2)[nH]n1	1	8	i	-3	15	3	1	i	0
CSc1nc(NC(C)C)nc(N2CCOCC2)n1	-14	6	i	-7	-4	0	0	i	1
O=C(Cn1nnc(-c2ccccc2NC(=O)c2ccco2)n1)Nc1ccccc1	11	-6	·	-3	-1	6	3	i	-3

# Screening data deposited in PubChem BioAssay by several laboratories.
